Screens: PubChem BioAssay, National Center for Advancing Translational Sciences (NCATS)
Mm-Cpn inhibitor – blocks the Methanococcus maripaludis chaperonin Mm-Cpn; purified Mm-Cpn ATPase, ADP Transcreener TR-FRET; Potency, µM (top dose mostly 76.9 µM), without a hit: at the top dose activity, negative = inhibition, most hits filed as inhibitors; 330,000 tested, 0.031% active; further: potency means the concentration at half of the fitted maximal effect; on the % scale 0 is the no-effect control and ±100 the full control effect; nearly all actives have a fitted effect of over 80% in size
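Purified archaeal Mm-CPN (25nM final) preincubated 10 min at 37degC with compound, then 10uM ATP for 30 min at 37degC; ADP measured by HTRF Transcreener TR-FRET; buffer 30 mM TRIS pH 7.4, 100mM KCl, 5mM MgCl2, 1mM DTT.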
EPAC2 agonist – agonists of human EPAC2 (RAPGEF4); Potency, µM (doses to about 154 µM), without a hit: top-dose activation, usual class: activators; EPAC2 activation, biochemical qHTS; response scale: 100% = 6.5 mM cAMP response; 360,000 tested, 0.079% active; Q8WZA2; further: potency means the concentration at half of the fitted maximal effect; nearly all actives have a fitted effect of over 50% in size
Target sequence (Q8WZA2 whole entry, looked up): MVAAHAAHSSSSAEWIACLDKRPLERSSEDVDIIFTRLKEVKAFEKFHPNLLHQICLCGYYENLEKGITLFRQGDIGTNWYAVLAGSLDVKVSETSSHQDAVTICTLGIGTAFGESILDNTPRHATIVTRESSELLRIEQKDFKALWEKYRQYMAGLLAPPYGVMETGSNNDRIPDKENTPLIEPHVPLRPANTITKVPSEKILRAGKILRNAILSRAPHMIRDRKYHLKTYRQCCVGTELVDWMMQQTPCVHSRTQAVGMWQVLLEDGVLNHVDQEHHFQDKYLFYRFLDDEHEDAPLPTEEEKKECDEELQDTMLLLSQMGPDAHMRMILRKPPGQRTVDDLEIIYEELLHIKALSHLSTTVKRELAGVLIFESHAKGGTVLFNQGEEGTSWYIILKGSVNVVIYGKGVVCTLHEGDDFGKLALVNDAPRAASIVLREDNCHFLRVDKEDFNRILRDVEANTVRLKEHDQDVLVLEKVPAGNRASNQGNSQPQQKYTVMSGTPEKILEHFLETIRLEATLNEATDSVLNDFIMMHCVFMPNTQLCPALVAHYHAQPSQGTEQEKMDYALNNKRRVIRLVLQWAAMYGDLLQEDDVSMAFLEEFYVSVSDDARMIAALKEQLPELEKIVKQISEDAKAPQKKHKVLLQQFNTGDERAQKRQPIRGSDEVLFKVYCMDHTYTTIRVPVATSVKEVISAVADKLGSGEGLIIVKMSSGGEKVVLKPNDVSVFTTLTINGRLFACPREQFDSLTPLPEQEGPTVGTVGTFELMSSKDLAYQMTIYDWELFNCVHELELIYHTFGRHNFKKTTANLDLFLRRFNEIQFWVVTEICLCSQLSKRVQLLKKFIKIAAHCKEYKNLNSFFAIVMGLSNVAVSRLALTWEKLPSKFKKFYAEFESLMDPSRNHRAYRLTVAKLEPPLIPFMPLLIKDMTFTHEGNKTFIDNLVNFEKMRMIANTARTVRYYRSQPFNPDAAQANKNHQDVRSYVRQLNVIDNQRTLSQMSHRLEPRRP
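Compounds were titrated in qHTS against a Rap1B-BODIPY-GDP (250 nM) complex with EPAC2 (100 nM) and GDP (50 uM). BODIPY-GDP release tracked at 480/540 nm over 30 min at room temperature, normalized to 6.5 mM cAMP.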
Nrf2 inh – blocks Nrf2 signaling. A549 ARE-Fluc reporter, luciferase luminescence, 18-24 h. Potency, µM (doses to about 46 µM), for the others: top-dose activity change, negative = inhibition, actives largely listed as inhibitors. 360,000 tested, 2.1% active; further: potency means the concentration at half of the fitted maximal effect; on the % scale 0 is the no-effect control and ±100 the full control effect; nearly all actives have a fitted effect of over 60% in size
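Quantitative HTS in A549 cells stably bearing an antioxidant response element-firefly luciferase construct. Inhibition of Nrf2-driven transcription was scored by luminescence after 18-24 h of compound exposure at 37 °C.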
EPAC2 antag – EPAC2 (human) antagonism; Q8WZA2; EPAC2 GEF exchange of Rap1B-BODIPY-GDP, fluorescence; Potency, µM (titrated, usually from 114 µM), for inactives: top-dose activity, negative = inhibition, usual class: inhibitors; 360,000 tested, 0.18% active; AID 720708; further: potency means the concentration at half of the fitted maximal effect; on the % scale 0 is the no-effect control and ±100 the full control effect; nearly all actives have a fitted effect of over 45% in size; many of its hits are not listed in these tables
A549 tox – counter-screen for Nrf2 inhibitors: cytotoxicity in A549 cells; A549 ARE-Fluc cells, CellTiter-Fluor viability, 18-24 h; Potency, µM (titrated, usually from 46 µM), inactives show top-dose activity change, negative = cytotoxicity, usual class: inhibitors; 390,000 tested, 0.16% active; AID 504648; further: potency means the concentration at half of the fitted maximal effect; on the % scale 0 is the no-effect control and ±100 the full control effect
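A549 ARE-Fluc cells in 5% FBS OPTI-MEM, 5000 cells/well, rested 2 h then exposed to compounds in concentration-response for 18-24 h at 37 °C. Viability by CellTiter-Fluor fluorescence (Ex 405/Em 525) after 30 min; luciferase luminescence (BugLite, 15 min, RT) read afterwards.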
Nrf2 ARE act – Nrf2 pathway activation. AREc32 ARE-luciferase reporter (MCF7-derived line), luminescence, 24 h. Potency, µM (titrated, usually from 46.1 µM), inactives show top-dose activation, usual class: activators. 410,000 tested, 0.31% active. AID 624171; further: potency means the concentration at half of the fitted maximal effect; % of control where 0% means no effect; nearly all actives have a fitted effect of over 65% in size
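Cells of the AREc32 ARE-luciferase line are plated in OPTI-MEM containing 5% FBS and left overnight at 37 deg C. Compounds are pinned in, incubation continues 24 hr, and firefly luciferase signal is then measured.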
CCT modulator – changes cytosolic chaperonin activity; purified chaperonin ATPase assay, HTRF ADP detection, 30 min; activity change, % (test concentration not listed), hits read low; 360,000 tested, 0.3% active; in the data active means activity change below about -30%; further: on the % scale 0 is the no-effect control and ±100 the full control effect
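Enzyme 40 or 20 nM (batch-dependent) in Tris pH 7.4/KCl/MgCl2/DTT; cpd 76 uM single point; ATP 10 uM; 30 min 37 °C; Transcreener ADP HTRF detection, 30 min RT; ratio 665/615.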
TGFb SMAD3 inh – inhibitors of TGF-b signaling | HepG2 CAGA-GFP TGF-b/SMAD3 reporter, GFP fluorescence, 18 h; TGF-beta stimulated, 500 pg/mL final | 410,000 tested, 1.2% active | Potency, µM (series often up to 46.1 µM), for inactives: at the highest dose activity, negative = inhibition, hits mostly inhibitors; further: potency means the concentration at half of the fitted maximal effect; on the % scale 0 is the no-effect control and ±100 the full control effect; nearly all actives have a fitted effect of over 65% in size
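Smad-responsive CAGA-GFP expression was quantified in HEPG2 cells exposed to compounds and 500 pg/mL final TGF-beta for 18 h at 37 degrees C; unstimulated wells defined full inhibition.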
Akt phos inh – Akt phosphorylation inhibition; 360,000 tested, 0.32% active; AID 651550; Neuro2A IGF-stimulated pAkt S473 HTRF, 20 min; hits give low values; activity change, % for hits at 50 µM; in the data active means activity change below about -80%; inconclusive means mostly about -51% to -80%; further: on the % scale 0 is the no-effect control and ±100 the full control effect
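Single-point screen (50 µM final compound) in Neuro2A cells stimulated 20 min with 6 nM IGF at 37 deg C. After lysis, Ser473-phosphorylated Akt read by HTRF (ex 330 nm, em 615/665 nm) as the 665/615 ratio.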
An asterisk follows results filed as active; i = inactive; ? = inconclusive; nt = not tested or not shown; & = joins results of further samples; [ ] = remark or other dose. Unless noted, the call rests on the fitted dose curve; in most records, active means well fitted curve in the direction sought with a large enough effect; inconclusive means small, poorly fitted or top-dose-only effect, or another doubt; inactive means no such curve, though single readings can be large; an effect the other way counts as inactive or inconclusive.

SMILES	Mm-Cpn inhibitor	EPAC2 agonist	Nrf2 inh	EPAC2 antag	A549 tox	Nrf2 ARE act	CCT modulator	TGFb SMAD3 inh	Akt phos inh
Cc1ccc(/C(=N\O)c2oc3c(C)c4oc(=O)cc(C)c4cc3c2C)cc1	1%	2%	23µM*	-9%	?	0.0%	-0.7	?	i
Cc1ccc(CSc2ccc(-c3ccco3)nn2)cc1	-5%	6%	14%	-1%	1%	11%	-0.7	?	i
O=C(Cn1c(-c2cscn2)nc2ccccc21)Nc1ccc(Cl)cc1	-5%	0%	-26%	4%	-15%	0.5%	-0.8	?	i
Clc1cccc(CNc2ccn3nc(-c4ccc(OCCN5CCOCC5)cc4)cc3n2)c1	nt	5%	nt	-6%	nt	-0.4%	1.4	11µM*	i
c1ccc(COC2CCCN(Cc3nc(Cc4ccccc4)no3)C2)cc1 (centres undefined)	0%	8%	15%	-5%	28%	-0.8%	-0.2	?	i
CCOc1ccccc1NC(=O)C1(S(=O)(=O)c2ccc(Cl)cc2)CC1	0%	20%	12%	-18%	-10%	-0.1%	-0.1	-8%	i
COC(=O)c1cc(C(=O)c2cc(Br)ccc2O)coc1=N	-8%	5%	?	-6%	1%	2.2%	1.7	10%	i
COc1cc(CNC2CCCCCCC2)cc(Cl)c1OCC(N)=O	0%	11%	3%	13%	0%	0.0%	-1.9	8%	i
COc1ccc(N2CCN(C(=O)c3cccc(S(=O)(=O)N4CCc5ccccc54)c3)CC2)cc1	3%	12%	?	-19%	-12%	0.2%	0.1	-4%	i
O=C(Nc1ccnn1C1CCN(Cc2cccc(OCCO)c2)CC1)C1CCCC1	-2%	4%	4%	2%	-7%	-0.2%	-0.9	116%[activator]	i
COc1ccc(Cl)cc1NC(=O)c1sc(-n2nc(C)c(Cc3ccccc3)c2C)nc1C	nt	nt	-1%	nt	-3%	0.8%	nt	-29%	nt
CCCCCC(=O)N=Nc1c(O)[nH]c2ccc([N+](=O)[O-])cc12	0%	1%	-4%	8%	-8%	0.1%	-0.9	-18%	i
CC1(C)Cc2c(sc3nc4n(c(=N)c23)CCC4)CO1	1%	-6%	?	13%	7%	-0.2%	-1.2	2%	i
Cc1c(C(=O)N2CCCCC2)c(S(=O)(=O)N2CCc3ccccc32)c(C)n1C	-7%	9%	11%	15%	-4%	0.0%	-2.5	-2%	i
Cc1ccc(C=O)c([B-](F)(F)F)c1	nt	6%	nt	-7%	nt	-0.2%	-4.6	15%	i
CCNc1ccc(N=Nc2c(C)n(C)n(-c3ccccc3)c2=O)cc1	-7%	2%	-8%	-11%	-13%	8.3%	-1.7	30%	i
O=C(CSc1nnc(NC(=O)c2ccccc2Cl)s1)NC1CC1	0%	6%	?	3%	0%	0.3%	-0.5	11%	i
O=C(Nc1nc2ccccc2s1)C1CCN(S(=O)(=O)c2cc([N+](=O)[O-])ccc2Cl)CC1	-4%	2%	-24%	5%	-15%	23%	1.4	?	i
COc1ccc(CNC(=O)C2CCN(S(=O)(=O)c3ccc4c(c3)NC(=O)CO4)CC2)cc1	2%	9%	-22%	4%	0%	-0.7%	-1.2	-1%	i
CCOP(=O)(OCC)/C(=C/N1CCCCC1)NC(=O)c1ccccc1	0%	6%	-6%	3%	-2%	0.0%	-1.6	7%	i
COc1ccc(-c2cc(C(=O)NCCCN3CCOCC3)c3cc(C(C)C)ccc3n2)cc1	-1%	13%	-2%	-13%	0%	3.6%	-1.9	-11%	i
C[C@@H](C(=O)Nc1ccc(SC(F)F)cc1)N1C(=O)C2CCCCC2C1=O (some centres undefined)	3%	7%	?	2%	-1%	0.7%	1.1	11%	i
CC(C)(C)c1ccc(C(=O)N2CCC2(C)C(=O)NCc2cccc3ccccc23)cc1 (centres undefined)	nt	12%	nt	-18%	nt	0.1%	-1.6	?	i
COc1ccc(CC(=O)Nc2ccc(C(=O)NC(C)(C)C)cc2)cc1OC	-3%	-1%	?	-4%	-1%	-0.5%	-6.5	1%	i
COc1cccc(N2CCN(C(=O)c3ccc(Cl)c(NC4=NC5CS(=O)(=O)CC5S4)c3)CC2)c1 (centres undefined)	1%	4%	-2%	-8%	-9%	-0.4%	-0.5	1%	i

Nrf2 inh: hit marks shown above
structure	Mm-Cpn inhibitor	Nrf2 inh	EPAC2 antag	Nrf2 ARE act	CCT modulator	TGFb SMAD3 inh	Akt phos inh
Cc1ccc(/C(=N\O)c2oc3c(C)c4oc(=O)cc(C)c4cc3c2C)cc1	1%	23µM*	-9%	0.0%	-0.7	?	i

Additional structures
SMILES	Mm-Cpn inhibitor	EPAC2 agonist	Nrf2 inh	EPAC2 antag	A549 tox	Nrf2 ARE act	CCT modulator	TGFb SMAD3 inh	Akt phos inh
CCOc1ccc(CCN2C(=O)C(=O)N([C@@H](Cc3ccccc3)CN3CCC[C@H]3CN3C(=O)C(=O)NC[C@@H]3Cc3ccc(O)cc3)C[C@@H]2CC(C)C)cc1	nt	-9%	nt	-2%	nt	-2.0%	-0.4	nt	i
CCCC/C(C)=N/NC(=O)c1cn(-c2ccccc2)nc1-c1ccccc1	1%	16%	6%	-11%	4%	-2.1%	-1.3	?	i
CCC1CN(C(=O)N2CCC(C(=O)NCCOC)CC2)c2ccccc2O1 (centres undefined)	nt	nt	-2%	nt	2%	-0.3%	nt	0%	nt
CCN1C(=O)[C@H]2[C@@H](c3ccc(-c4ccc(OC)cc4)c(OC)c3)N3CCCC[C@@]3(C(=O)OC)[C@H]2C1=O	-3%	2%	?	-19%	6%	3.6%	0.5	-17%	i
CCOC(=O)C1(Cc2ccccc2C(F)(F)F)CCN(CC(O)CO)CC1 (centres undefined)	-6%	9%	5%	-5%	10%	-0.3%	-1.8	?	i
CCC1CCCCN1Cc1nc2ccccc2c(=O)n1CC(C)=O (centres undefined)	1%	-9%	6%	-20%	4%	-0.3%	-2.7	17%	i
Cc1ccc(-c2nnn(CC(=O)NC3CCN(Cc4ccccc4)CC3)n2)cc1	2%	5%	-3%	-7%	?	-0.2%	-3.1	0%	i
Nn1c(SCC(=O)Nc2cc(C(F)(F)F)ccc2Cl)nncc1=O	2%	4%	-2%	-3%	7%	24%	-4.0	-2%	i
C=CCN(C(=O)c1csnn1)C(C(=O)NC(C)(C)C)c1ccncc1 (centres undefined)	-3%	3%	29%	-6%	-10%	-0.4%	-0.8	1%	i
COCCOC(=O)C1=C(C)NC(SCC(=O)NC(C)(C)C)=C(C#N)C1c1ccco1 (centres undefined)	-2%	-4%	5%	7%	-4%	16%	-0.4	-8%	i
CCOCc1cnc(C)nc1NCC(=O)c1c(C)[nH]c2cc(C)ccc12	-2%	7%	?	3%	-11%	0.4%	-1.0	0%	i
CC1Cn2c(Cc3ccccc3)nnc2S1 (centres undefined)	nt	-4%	nt	-12%	nt	-0.1%	1.4	7%	i
O=C(CN(CCc1ccccc1)C(=O)Cn1nnc(-c2cccs2)n1)NCc1ccco1	-2%	17%	13%	3%	-1%	0.2%	-0.4	0%	i
O=C(Nc1ccc(Cl)cc1)Nc1ccc2c(c1)OCO2	0%	0%	?	0%	0%	0.3%	-1.6	-15%	i
CCC1SC2=NC(C)=C(C(=O)OCCOC)C(/C=C/c3ccccc3OC)N2C1=O (centres undefined)	-4%	3%	12%	-7%	-4%	-0.6%	-0.9	-4%	i
Cc1ccc(-n2ncc3c(=O)n(CC(=O)N4CCCc5ccccc54)cnc32)cc1C	-1%	8%	?	6%	-1%	0.3%	-5.0	?	i
COc1ccc(OC)c(C2N(c3ccc(Cl)cc3)C(=O)C3CCCN32)c1 (centres undefined)	1%	1%	-8%	-2%	0%	3.6%	-0.9	-2%	i
Cc1nn(C)c2c1c(-c1ccccc1)cc(=O)n2CC(=O)Nc1ccccc1C(F)(F)F	nt	nt	-25%	nt	13%	-0.8%	nt	22%	nt
O=C(Nc1ccc2nc3n(c(=O)c2c1)CCCC3)c1ccc(Cl)nc1	nt	5%	-27%	-1%	-6%	-0.5%	-3.7	?	i
CCN(c1ccc(OC)cc1)S(=O)(=O)c1ccc(-c2cc(C)no2)s1	2%	14%	4%	-11%	0%	1.1%	1.0	-29%	nt
CCOC(=O)C1C(c2cccs2)NC(=O)N(C)C1(O)C(F)(F)F (centres undefined)	-3%	4%	19%	2%	5%	-0.7%	-2.4	-12%	i
CCC1CN(S(=O)(=O)c2ccc3c(c2)NC(=O)CC(=O)N3)c2cc(Cl)ccc2O1 (centres undefined)	0%	6%	-21%	-18%	-7%&-16%	0.0%&0.4%	0.1	?	i
Cc1nn(-c2cccc(Cl)c2)c2nc(C(F)(F)F)[nH]c(=O)c12	0%	-10%	-6%	12%	-5%	2.1%	2.1	11µM*	i
S=c1[nH]nc(CN2CCCCC2)n1Cc1ccccc1	3%	-1%	3%	-7%	1%	-0.4%	-1.1	-8%	i
CCC(C)NC(=O)C(Cc1ccccc1)NS(=O)(=O)c1ccc2c(c1)oc(=O)n2C (centres undefined)	1%	-4%	3%	11%	-1%	-0.5%	-3.0	5%	i
C=CCNS(=O)(=O)c1ccc2nsnc2c1	-9%	11%	-21%	-1%	3%	-0.3%	-0.2	-7%	i
Nc1ccc(CC2SC(=O)NC2=O)cc1 (centres undefined)	-8%	-6%	1%	-2%	-4%	-0.1%	-1.0	-3%	i
Cc1cc(OCCCn2ccnc2)ccc1C(C)C	-4%	2%	8%	-4%	1%	0.3%	-0.1	3%	i
COc1ccccc1C(=O)Nc1ccnn1C1CCN(Cc2cn(C)c3ccccc23)CC1	0%	6%	?	-1%	-15%	-1.5%	-7.6	11µM*	i

Some of the compounds tested; the hit share may differ from the screen's.
